# From PubChem
# GRIN3A LBD mod – binders of NR3A ligand-binding domain, primary screen, biophysical, differential scanning fluorimetry, uHTS; NR3A LBD differential scanning fluorimetry, Tm shift; 0% = protein alone, 100% = glycine-bound protein; Tm shift relative to glycine control, % at 25 µM; actives 2.5% (n = 340,000); AID 1259313, 2017;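 active = melting temperature shift of at least 10% of the positive control shift, at one fixed dose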
# CXCR6 inh – CXCR6 receptor inhibitors, primary screen, cell-based, beta-arrestin, luminescence, CHO-K1 PathHunter, 1536-well | inhibition, % at 20 µM | AID 602244, 2012 | actives 0.36% (n = 360,000) | C-X-C chemokine receptor type 6 (Homo sapiens), O00574; in the data active = inhibition above about 34%, passing the limit was not always enough;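 also: antagonist mode with CXCL16 agonist at 10 nM final; 0% = 10 nM CXCL16 with DMSO and 100% = unstimulated wells without agonist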
# Target sequence (O00574 whole entry, looked up): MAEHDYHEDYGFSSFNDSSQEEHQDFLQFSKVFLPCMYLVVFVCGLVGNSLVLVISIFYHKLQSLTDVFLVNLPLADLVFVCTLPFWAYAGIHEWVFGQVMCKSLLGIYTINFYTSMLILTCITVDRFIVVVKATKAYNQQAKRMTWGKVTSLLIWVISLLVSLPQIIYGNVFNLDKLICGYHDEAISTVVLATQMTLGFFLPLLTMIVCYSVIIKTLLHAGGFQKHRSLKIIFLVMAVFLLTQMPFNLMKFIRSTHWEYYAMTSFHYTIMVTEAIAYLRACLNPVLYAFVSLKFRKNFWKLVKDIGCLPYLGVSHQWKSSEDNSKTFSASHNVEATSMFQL
# APOBEC3A inh – APOBEC3A ssDNA deaminase inhibitors, primary screen, selectivity assay for APOBEC3G inhibitor project, biochemical, FAM/TAMRA oligo cleavage fluorescence; DNA dC->dU-editing enzyme APOBEC-3A (Homo sapiens), P31941; recombinant A3A, FAM/TAMRA ssDNA deamination fluorescence; inhibition, % at 20 µM; actives 0.41% (n = 330,000);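 active = at least 40% inhibition at 20 µM here, with at most 30% in a related deaminase screen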;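 also: plate controls were A3A with DMSO for no effect and wells lacking A3A enzyme for full effect; some results filed as inactive read as strong as hits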
# Target sequence (P31941 whole entry, looked up): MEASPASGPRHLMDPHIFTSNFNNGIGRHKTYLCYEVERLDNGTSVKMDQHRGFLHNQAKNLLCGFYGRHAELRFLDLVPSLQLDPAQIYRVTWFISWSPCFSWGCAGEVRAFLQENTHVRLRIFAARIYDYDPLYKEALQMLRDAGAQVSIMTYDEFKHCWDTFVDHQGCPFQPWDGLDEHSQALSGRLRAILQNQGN
# MPTP inh – mitochondrial permeability transition pore inhibitors, primary screen, biochemical, isolated mouse mitochondria, absorbance. actives 1.4% (n = 360,000). Ca2+ swelling absorbance, 30 min. AID 602449, 2012. inhibition, % at 10 µM;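 active = inhibition of 50% or more, scaled per plate between neutral and stimulator controls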;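 also: 0% = DMSO wells given calcium and 100% = 1 mM EGTA wells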
# Gli-Sufu block – Gli-Sufu pathway antagonists, primary screen, luciferase luminescence, Sufu-KO-LIGHT cells, uHTS | Sufu-KO-LIGHT fibroblasts, Gli luciferase reporter luminescence | inhibition, % at 5 µM | actives 0.74% (n = 340,000);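 active = inhibition above about 55%, limit read from the data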;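 also: 0% = DMSO-treated cells and 100% = wells with medium but no cells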
# A3G deaminase – APOBEC3G DNA deaminase inhibitors, primary screen, biochemical, fluorescence, single-stranded DNA substrate, uHTS; recombinant A3G, ssDNA deamination FAM/TAMRA fluorescence; actives 0.28% (n = 330,000); inhibition, % at 20 µM; AID 493012, 2011; DNA dC->dU-editing enzyme APOBEC-3G (Homo sapiens), Q9HC16;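 active = inhibition of at least 40% at 20 µM, with no more than 30% in the related APOBEC3A deaminase screen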;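 also: plate controls were DMSO wells with A3G for no effect and wells lacking A3G enzyme for full effect; some compounds called inactive have numbers as strong as hits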
# CCR6 antag – CCR6 receptor antagonists, primary screen, cell-based, CHO-K1, luminescence, beta-arrestin, uHTS; inhibition, % at 20 µM; CHO-K1 CCR6 PathHunter beta-arrestin, CCL20-stimulated; actives 0.49% (n = 340,000); C-C chemokine receptor type 6 (Homo sapiens), P51684;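 active = compounds whose inhibition of the agonist-driven luminescence signal at 20 µM reaches about 50%, limit read from the data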;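 also: cells stimulated with CCL20 at 14 nM final; plate controls were DMSO with CCL20 for no effect and DMSO without agonist for full effect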
# EBI2 block – EBI2 receptor antagonists, beta-arrestin recruitment, primary screen, cell-based, luminescence, 7a,25-OHC stimulation, uHTS; actives 0.81% (n = 360,000); inhibition, % at 5 µM; 7a,25-OHC stimulated; G-protein coupled receptor 183 (Homo sapiens), P32249; in the data active = inhibition above about 38%;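 also: enzyme fragment complementation signal reports receptor beta-arrestin coupling in cells; 0% = agonist plus DMSO wells and 100% = wells without agonist; some results beyond the cut were filed as inactive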
# Target sequence (P32249 whole entry, looked up, the tested form may be a part): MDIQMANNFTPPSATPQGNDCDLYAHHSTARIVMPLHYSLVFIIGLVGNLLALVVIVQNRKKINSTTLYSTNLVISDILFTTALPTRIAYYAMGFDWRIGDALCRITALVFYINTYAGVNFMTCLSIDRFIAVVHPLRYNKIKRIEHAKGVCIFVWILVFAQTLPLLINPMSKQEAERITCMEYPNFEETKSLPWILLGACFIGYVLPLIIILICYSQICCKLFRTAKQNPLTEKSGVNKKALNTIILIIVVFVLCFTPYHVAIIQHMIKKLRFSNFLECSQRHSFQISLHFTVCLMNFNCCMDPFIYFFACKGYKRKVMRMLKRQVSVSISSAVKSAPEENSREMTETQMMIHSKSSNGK
# Starred values were filed as active, the others as inactive; nt = no result given; & = joins results of further samples. No enrichment for hits, and some 5.8% of all compounds hit somewhere here.
SMILES,GRIN3A LBD mod,CXCR6 inh,APOBEC3A inh,MPTP inh,Gli-Sufu block,A3G deaminase,CCR6 antag,EBI2 block
CCN(CCO)Cc1csc2ccc(Br)cc12,-2,3,2,1.3,7,11,-3,4
CCC(C)(C)NC(=O)CN(C(=O)CNS(=O)(=O)c1ccc(F)cc1)c1ccc2c(c1)OCCO2,0,-6,-1,-1.7,4,-5,3,3
C=C(C)CN(CC)C(=O)Cn1cnc2c(oc3ccccc32)c1=O,-1,-1,-3,-0.3,-4,-6,10,-6
O=C(Nc1cc(C(=O)N2CCN(c3ccccc3O)CC2)ccc1Cl)c1cccs1,0,-13,-3,-2.1,-5,-6,13,-4
CCCCSc1nc2c(c(=O)[nH]c(=O)n2C)n1CCc1ccccc1,4,-3,-3,-0.5,5,-3,-1,17
O=C(CCc1nc2ccccc2[nH]1)NC1CCCCC1,2,-5,0,-1.3,-2,-7,-14,-5
Cc1ccc(CNC(=O)COC(=O)c2ccc(Cl)c(N)c2)cc1,1,1,3,6.6,4,-3,4,-7
COc1ccc(Oc2c(Cl)cnn(-c3ccc(C)cc3)c2=O)cc1,-3,6,-4,-4.2,-1,0,-22,7
COc1ccc(C(=O)COC(=O)/C=C/c2ccccc2)cc1,0,-12,1,-1.6,0,-3,7,-7
Cc1cccc(C(=O)NCCc2nnc(SCC(=O)Nc3cccc(C(=O)O)c3)n2C)c1,1,-20,-4,-0.2,-8,-7,16,-1
COc1ccccc1C(=O)N(CCC1CCCN1C)c1nc2ccccc2s1 (centres undefined),1,6,-4,-0.9,4,-4,11,12
Cc1cccc(C(=O)Nc2c(C(=O)N3CCN(C)CC3)cnn2-c2ccccc2)c1,-1,8,-4,-1.4,-4,-4,-5,4
CC1(C)Cc2c(oc3ncn4ncnc4c23)CO1,-3,-4,-1,-1.3,3,-7,2,2
COC(=O)N1CC(c2ccccc2)CC1=O (centres undefined),-2,-6,0,-1.0,4,-7,-5,-3
O=C(NCCCn1ccnc1)c1ccc(N2CCCCCC2)c([N+](=O)[O-])c1,-2,9,-1,-1.3,20,-3,9,-1
FC(F)(F)c1cnc(N2CCN(C(=S)NCc3ccccc3)CC2)c(Cl)c1,-6,-1,1,54*,34,1,0,13
N#C/C(=C(/O)COC(=O)Cc1c[nH]c2ccccc12)c1nc2ccccc2[nH]1,6,-1,-6,0.6,8,-7,17,-2
Cc1[nH]n(-c2nc(-c3ccccc3)cc(=O)[nH]2)c(=O)c1CCO,-2,6,-1,-0.6,-6,-2,0,-16
COc1c(O)cc2oc(-c3ccc(O)cc3)cc(=O)c2c1O,8,8,-1,-0.4,-79,-4,-2,0
O=C(COC(=O)CCCC1=NS(=O)(=O)c2ccccc2N1)Nc1ccccc1,1,4,-4,-2.0,-1,-4,-8,-10
CCC(=O)Nc1ccc(NC(=S)NC(=O)c2oc3ccccc3c2C)cc1,2,9,3,3.5,-8,0,26,1
CC1=CSC2=NC(=O)/C(=C/c3cccc(OC(=O)c4ccco4)c3)C(=N)N12,-15,13,0,0.3,3,1,19,-43
CC(=O)NC(NC(C)=O)c1ccc(N(C)C)cc1,2,0,-4,3.2,-3,-3,-1,9
CC1CCc2onc(C(=O)O)c2C1 (centres undefined),0,-3,-1,-4.5,6,-3,1,-2
CC(C)CC1(C)NC(=O)N(CC(=O)Nc2ccccc2Br)C1=O (centres undefined),1,0,-2,0.3,1,-6,8,4
O=C(NCCc1ccccc1)c1ccc(Br)o1,3,3,-2,-0.8,-32,4,2,-3
N#CC1(NC(=O)CSc2nnc(Cc3ccccc3)o2)CCCCC1,0,-14,26,-0.1,-10,0,-9,-5
O=C(NCC1CCCO1)C1CCCN(S(=O)(=O)c2cc(Cl)ccc2Cl)C1 (centres undefined),0,-14,9,-1.3,0,-7,-3,-7
COc1cc2c(cc1OC)C(C)N(C(=O)c1cc3n(n1)C(C(F)(F)F)CC(c1ccco1)N3)CC2 (centres undefined),-1,-5,1,-2.5,1,4,-16,2
CSc1nc(C)cc(OCCNS(=O)(=O)c2cc(C)ccc2C)n1,2,-3,-1,0.2,-11,4,-20,4

# Some entries already given, showing only Gli-Sufu block:
Compound | Gli-Sufu block
O=C(NCCCn1ccnc1)c1ccc(N2CCCCCC2)c([N+](=O)[O-])c1 | 20
FC(F)(F)c1cnc(N2CCN(C(=S)NCc3ccccc3)CC2)c(Cl)c1 | 34

# The listing continues.
SMILES,GRIN3A LBD mod,CXCR6 inh,APOBEC3A inh,MPTP inh,Gli-Sufu block,A3G deaminase,CCR6 antag,EBI2 block
c1ccc2c(c1)nc1n2CCN1CCNC1CCCCC1,-1,8,0,-1.0,7,-3,-18,-4
Cc1cc(C)cc(NC(=O)Nn2cnnc2)c1,3,-4,1,-0.6,-11,-5,2,2
Cc1ccc2[nH]c3c(c2c1)CN(C(=O)CN1CCCCC1)CC3,1,nt,-5,nt,5,-7,1,nt
CCCCNC(=O)c1ccc(N2CCOCC2)c(NS(=O)(=O)c2ccc(OC)cc2)c1,2,-5,-1,-2.1,4,-5,-7,-5
OC(COCC1COc2ccccc2O1)CN1CCN(c2ccccn2)CC1 (centres undefined),0&-5,0&2,6,-2.0&1.3,4&-11,-7,5&-10,-2&6
COc1ccc(S(=O)(=O)N2CCC(C(=O)NCCN3CCOCC3)CC2)cc1OC,1,0,-3,-0.9,-19,-7,0,-2
COc1ccc(CN2CC(C(=O)NCCc3ccccc3)CC2=O)cc1 (centres undefined),1,-1,4,0.2,7,1,5,3
O=S(=O)(Nc1cccc(CCc2ccccn2)c1)c1ccc2ccccc2c1,-19,-3,nt,0.8,4,nt,6,-12
O=C(NNc1cccc(Cl)n1)c1cccnc1Cl,3,7,-2,0.2,-25,-8,4,-12
CN(C)S(=O)(=O)c1ccc(N2CCCC2)c(C(=O)OCC(=O)NC2CCCCC2)c1,0,-7,7,-0.1,5,-3,14,5
O=C(NCCN1CCCCCC1)c1ccc(N2CCCC2=O)cc1,1,9,0,-1.0,-6,-1,3,2
CC(C)C[C@H](NC(=O)N1CC(=O)Nc2ccccc21)C(=O)N[C@@H](C(=O)O)c1ccccc1,-5,-10,-4,-0.1,-8,-7,13,-1
O=C1c2ccccc2C(=O)N1CC(O)Cn1nnc2ccccc21 (centres undefined),0,-2,1,0.7,-1,-4,3,3
COC(=O)C1(C(=O)OC)NOC2C(=O)N(N(C)c3ncc(C(F)(F)F)cc3Cl)C(=O)C21 (centres undefined),-2,3,-3,-1.2,-4,-3,-3,3
CC(C)N(C(=O)CSc1nnc(C2CC2)n1C1CC1)c1ccccc1,1,7,4,0.7,-3,-11,3,3
Cc1cc(C)c(NC(=O)CCCCCNC2CCCCC2)c(C)c1,2,13,9,-1.7,-20,3,18,-6
COc1cc(-c2n[nH]c(=S)n2Cc2ccccc2)cc(OC)c1OC,-3,6,nt,-0.3,9,nt,6,4
COc1ccc(-c2cc(C3CC3)nc(SCC(=O)c3cccs3)c2C#N)cc1,-1,3,2,1.1,15,-2,4,11
Cc1ccccc1CNC(=O)CN(c1ccccc1Cl)S(C)(=O)=O,0,0,3,-0.3,-3,-1,7,-4
O=C(COC(=O)c1ccc2ncsc2c1)Nc1cc(Cl)ccc1F,-3,8,-5,-2.7,-15,-7,8,-9

# Some of the entries so far, tab-delimited:
structure	GRIN3A LBD mod	CXCR6 inh	APOBEC3A inh	MPTP inh	Gli-Sufu block	A3G deaminase	CCR6 antag	EBI2 block
CCCCSc1nc2c(c(=O)[nH]c(=O)n2C)n1CCc1ccccc1	4	-3	-3	-0.5	5	-3	-1	17
Cc1ccc(CNC(=O)COC(=O)c2ccc(Cl)c(N)c2)cc1	1	1	3	6.6	4	-3	4	-7
N#C/C(=C(/O)COC(=O)Cc1c[nH]c2ccccc12)c1nc2ccccc2[nH]1	6	-1	-6	0.6	8	-7	17	-2
O=S(=O)(Nc1cccc(CCc2ccccn2)c1)c1ccc2ccccc2c1	-19	-3	nt	0.8	4	nt	6	-12

# Next part.
SMILES,GRIN3A LBD mod,CXCR6 inh,APOBEC3A inh,MPTP inh,Gli-Sufu block,A3G deaminase,CCR6 antag,EBI2 block
Cc1ccc(S(=O)(=O)N2CCC(C(=O)NCc3ccccc3CN3CCCC3)CC2)cc1C,-1,2,-1,-0.7,15,-6,9,-10
CCOC(=O)c1sc(N2C(=O)C(O)=C(C(=O)c3ccc(C)o3)C2c2ccc(OC)c(OC)c2)nc1C (centres undefined),-3,5,-4,-0.8,-4,-9,3,7
O=C(COc1coc(CN2CCc3ccccc3C2)cc1=O)N1CCOCC1,-1,1,-2,-3.4,-3,-6,12,1
Cc1ccc(-c2csc3ncnc(N4CCN(C(=O)c5ccccc5)CC4)c23)cc1,0,1,-2,-2.6,-10,-4,-15,16
CN(C)C(=O)CCc1ccc2c3c([nH]c2c1)[C@]1(CCc2ccccc2)[C@@H](C(=O)N2CCCCC2)C[C@H](CC(=O)NCCCn2ccnc2)C(=O)N1CC3,0,-4,2,-1.8,3,3,6,-1
Cc1ccc(CNC(=O)CCCC(=O)O)cc1,0,-10,-2,-1.7,4,-7,-3,14
CCC(=O)Nc1cccc(NC(=O)CN2CCN(c3ccccc3OC)CC2)c1,0,-17,-1,0.0,5,-2,6,-14
Cc1cc(C)c(S(=O)(=O)N2CCCCC2CCNC(=O)C(=O)NC2CC2)c(C)c1 (centres undefined),0,7,0,-1.6,2,-9,2,8
CCCc1nc(C)c(-c2ccc(OC)c(OC)c2)c(=O)[nH]1,0,-10,4,-0.7,-8,0,-13,-6
O=C(Nc1cccnc1)C1CC(c2ccc(Cl)c(Cl)c2)=NO1 (centres undefined),2,0,-3,1.9,9,-4,-2,-3
CCCCN(C)/C=N/c1c(C#N)cnn1-c1ccc(C)cc1,-1,5,0,4.3,11,-6,16,13
Cc1ccc(SCc2cc(=O)[nH]c(N3CCN(C)CC3)n2)cc1,-1,4,2,-2.0,-25,1,10,-3
O=C(Nc1ncnc2c1C(c1ccccc1)c1c(ccc3ccccc13)O2)c1ccccc1 (centres undefined),-25,12,0,-1.8,27,-3,20,11
O=C(NCc1cccnc1)C1CCCN(S(=O)(=O)c2cccc3nsnc23)C1 (centres undefined),6,-2,-5,1.3,-3,-8,2,-1
Cc1nc2ccc(Br)cn2c1C(=O)N/N=C\c1ccccc1[N+](=O)[O-],-1,1,-4,-0.1,-4,-1,3,-21
O=C(Nc1nncs1)C1(c2ccccc2)CCCC1,-2,-8,-1,-0.1,3,-1,2,4
CCOc1ccc(-c2nc(C#N)c(N3CCN(C)CC3)o2)cc1,9,-6,1,1.0,0,7,19,8
CC(=O)Nc1ccc(S(=O)(=O)NCc2nnnn2-c2ccc(F)cc2)cc1,1,3,-1,-1.8,-9,-4,3,-3
CCNc1ccc(C(=O)OCC(=O)N2CCCC2)cc1[N+](=O)[O-],0,0,-1,-0.5,15,-3,-10,3
COc1ccc(CNC(=O)COc2ccc(S(=O)(=O)NC(C)C)cc2)cc1,-3,-1,-2,2.9,-10,-6,1,-3
COc1cccc2c1-c1c(O)cccc1C2=O,-3,4,5,0.3,-4,-1,2,6
CCOc1cc(N2CCOCC2)c(OCC)cc1NC(=O)COC(=O)[C@H](Cc1c[nH]c2ccccc12)NC(C)=O,-1,-10,4,4.2,2,-2,-14,-14
Cc1ccc(N=Nc2c(O)[nH]c(=O)[nH]c2=O)cc1S(=O)(=O)Nc1ccc(Br)cc1,-4,15,1,0.4,-17,4,26,9
O=C(O)/C=C/C(=O)Nc1nccs1,1,-9,-4,0.3,3,-19,-3,4
